Screening results (PubChem)
PTHR1 ag: qHTS for PTHR1 Agonists: Primary Screen; Parathyroid hormone/parathyroid hormone-related peptide receptor (Homo sapiens), Q03431; HEK293 GP2 PTHR1 cells, GloSensor cAMP luminescence, 1 h; Potency, µM (doses to about 115 µM), without a hit: at the highest dose activation, most hits filed as activators; actives 0.075% (n = 410,000); AID 743266, 2014; further: potency means the concentration at half of the fitted maximal effect; nearly all actives have a fitted effect of over 55% in size; some results filed as inactive show a strong effect at the top dose; inactives centre near -15; many of its hits are not listed in these tables
Target sequence (Q03431 whole entry, looked up): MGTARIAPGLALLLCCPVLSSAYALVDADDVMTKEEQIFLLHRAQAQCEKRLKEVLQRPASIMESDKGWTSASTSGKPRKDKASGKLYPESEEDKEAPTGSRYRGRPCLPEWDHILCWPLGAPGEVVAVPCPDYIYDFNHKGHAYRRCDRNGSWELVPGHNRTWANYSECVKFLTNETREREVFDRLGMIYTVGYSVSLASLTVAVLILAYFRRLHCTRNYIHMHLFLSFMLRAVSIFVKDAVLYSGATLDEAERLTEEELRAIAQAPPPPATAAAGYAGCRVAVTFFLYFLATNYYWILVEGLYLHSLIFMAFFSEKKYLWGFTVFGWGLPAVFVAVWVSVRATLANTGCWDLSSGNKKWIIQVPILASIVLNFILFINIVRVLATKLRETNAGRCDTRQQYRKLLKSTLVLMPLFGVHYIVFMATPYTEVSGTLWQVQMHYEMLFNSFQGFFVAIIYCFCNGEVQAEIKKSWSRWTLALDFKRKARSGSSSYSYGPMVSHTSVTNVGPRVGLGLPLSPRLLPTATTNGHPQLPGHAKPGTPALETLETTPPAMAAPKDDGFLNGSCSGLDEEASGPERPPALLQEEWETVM
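HEK-293-derived GP2 cells expressing PTHR1 and a GloSensor cAMP reporter, 3,000/well, plated overnight, given luciferin plus IBMX (each 0.5 mM as added) for 1 h at 37 °C, then compound for 1 h at 37 °C. Luminescence was read after 15 min at room temperature.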
Abeta yeast res: qHTS for compounds that reverse cellular toxicity of Amyloid beta (A-beta) peptide in yeast: Primary Screen; yeast expressing A-beta42, growth rescue, OD600, 48 h; response scale: 0% DMSO, 100% iron-clioquinol control; Potency, µM (highest dose often 46.1 µM), without a hit: at the top dose growth rescue, hits mostly activators; actives 0.063% (n = 410,000); further: potency means the concentration at half of the fitted maximal effect; nearly all actives have a fitted effect of over 55% in size
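Yeast growth medium received pinned compounds, then yeast cells expressing toxic A-beta were added; plates incubated at 30 C for 48 hr. Growth read as absorbance at 600 nm, normalized to DMSO and equimolar FeCl3 plus clioquinol controls.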
GLP-1R inv ag: qHTS of GLP-1 Receptor Inverse Agonists (Inhibition Mode); HEK293 GLP-1R CRE-luciferase, luminescence, 24 h; GLP-1R form is constitutively active; Potency, µM (series often up to 38.3 µM), for the others: top-dose activity change, negative = inhibition, usual class: inhibitors; actives 1.6% (n = 410,000); AID 624417, 2012; further: potency means the concentration at half of the fitted maximal effect; on the % scale 0 is the no-effect control and ±100 the full control effect; nearly all actives have a fitted effect of over 55% in size
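Inverse agonists were sought by their lowering of basal cAMP reporter luciferase output in HEK293 cells stably carrying constitutively active human GLP-1R, after 24 h compound treatment.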
FUS suppressor: qHTS for Suppressors of FUS Proteinopathy: Primary screen using FUS-linked yeast assay; S. cerevisiae FUS-expressing, growth rescue, OD600, 24 h; Potency, µM (highest dose often 76.6 µM), without a hit: at the highest dose growth rescue (activation), hits mostly activators; actives 0.24% (n = 390,000);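 further: potency means the concentration at half of the fitted maximal effect; plate controls were DMSO vehicle for no effect and reference control for full effect; nearly all actives have a fitted effect of over 55% in size; some results filed as inactive show a strong effect at the top dose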
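Quantitative HTS measuring growth restoration of FUS-toxic yeast. Galactose-induced cells (OD 0.005) were exposed 24hr at 30C to compounds at several concentrations, then absorbance at 600 nm was recorded.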
aSyn yeast inh: qHTS of alpha-syn Inhibitors. Yeast expressing alpha-synuclein, growth rescue, BacTiter-Glo, 24 h. actives 0.14% (n = 370,000). Potency, µM (series often up to 46.1 µM), without a hit: at the highest dose growth rescue (activation), actives largely listed as activators; further: potency means the concentration at half of the fitted maximal effect; % of control where 0% means no effect; nearly all actives have a fitted effect of over 65% in size
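Rescue of yeast growth: cells expressing toxic alpha-synuclein, induced in galactose at OD600 0.02, incubated with compound 24 h at 30 C. ATP luminescence quantified growth; inhibitors of toxicity appear as activators.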
DRD3 antagonist: qHTS of D3 Dopamine Receptor Antagonist: qHTS | D(3) dopamine receptor (Homo sapiens), P35462 | D3R cells, DiscoveRx beta-arrestin luminescence, antagonist mode; hits give low values | max response, negative = inhibition, % | actives 2.5% (n = 360,000) | AID 652054, 2013; in the data active means max response below about -50%; inconclusive means no clear call, values can overlap the other calls; further: on the % scale 0 is the no-effect control and ±100 the full control effect; mostly tested at two doses, the higher about 12 µM
Target sequence (P35462 whole entry, looked up): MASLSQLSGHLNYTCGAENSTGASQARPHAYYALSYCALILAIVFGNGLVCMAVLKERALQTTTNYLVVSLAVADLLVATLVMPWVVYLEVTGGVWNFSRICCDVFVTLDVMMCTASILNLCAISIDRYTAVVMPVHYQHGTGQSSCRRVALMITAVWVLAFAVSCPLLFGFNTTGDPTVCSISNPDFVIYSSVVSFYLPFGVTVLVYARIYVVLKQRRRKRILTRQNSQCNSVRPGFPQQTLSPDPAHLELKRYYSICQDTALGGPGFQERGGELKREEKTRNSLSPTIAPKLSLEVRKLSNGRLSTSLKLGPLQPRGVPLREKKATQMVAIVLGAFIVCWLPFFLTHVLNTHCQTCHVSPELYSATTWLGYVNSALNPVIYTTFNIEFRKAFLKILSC
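Cells plated overnight at 1500 cells/well, then exposed to library compounds with dopamine controls for 90 minutes at 37 degrees C. DiscoveRx reagent added for 30–60 minutes at room temperature; luminescence read, quantitative HTS format.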
TDP-43 yeast inh: qHTS of TDP-43 Inhibitors | TDP-43 expressing yeast growth rescue, BacTiter-Glo, 24 h | Potency, µM (top dose mostly 46.1 µM), for inactives: at the top dose growth rescue (activation), usual class: activators | actives 1.8% (n = 410,000); further: potency means the concentration at half of the fitted maximal effect; % of control where 0% means no effect; nearly all actives have a fitted effect of over 50% in size
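Cell-based yeast growth screen: TDP-43 expression induced in galactose, inoculum OD600=0.02 after raffinose pregrowth to mid-log. Read-out BacTiter-Glo luminescence at 24 hr, 30 deg C; inhibition of toxicity seen as signal increase.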
GLP1R ag: qHTS of GLP-1 Receptor Agonists | Glucagon-like peptide 1 receptor (Homo sapiens), P43220 | HEK293 GLP-1R CRE-luciferase, luminescence, 4-6 h; cells express a hypersensitive GLP-1R form | Potency, µM (doses to about 45.6 µM), inactives show top-dose activation, usual class: activators | actives 0.007% (n = 380,000) | AID 624172, 2012; further: potency means the concentration at half of the fitted maximal effect; % of control where 0% means no effect
pAkt inh: HTS Assay for Inhibitors of Akt Phophorylation: Primary Screen. actives 0.32% (n = 360,000). Neuro2A IGF-stimulated pAkt S473 HTRF, 20 min; hits give low values. activity change, % for hits at 50 µM; in the data active means activity change below about -80%; inconclusive means mostly about -51% to -80%; further: on the % scale 0 is the no-effect control and ±100 the full control effect
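Single-point screen (50 µM final compound) in Neuro2A cells stimulated 20 min with 6 nM IGF at 37 deg C. After lysis, Ser473-phosphorylated Akt read by HTRF (ex 330 nm, em 615/665 nm) as the 665/615 ratio.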
Active calls of the source: *; i = inactive; ? = inconclusive; / = not tested or not shown; & = joins results of further samples; [ ] = another dose, or the depositor's remark. Unless noted, the call rests on the fitted dose curve; in most records, active means well fitted curve in the direction sought with a large enough effect; inconclusive means small, poorly fitted or top-dose-only effect, or another doubt; inactive means no such curve, though single readings can be large; an effect the other way counts as inactive or inconclusive.

SMILES | PTHR1 ag | Abeta yeast res | GLP-1R inv ag | FUS suppressor | aSyn yeast inh | DRD3 antagonist | TDP-43 yeast inh | GLP1R ag | pAkt inh
COc1cc(/C=C/C(=O)OCC(=O)NC(C)c2ccccc2)cc(OC)c1OC (stereo unspecified) | -27% | 7% | 16% | 14% | 8% | 14 | 16% | -7% | i
CCCCn1c(N)c(N(CCOC)C(=O)CCS(=O)(=O)c2ccc(Cl)cc2)c(=O)[nH]c1=O | 26% | 1% | 2% | 14% | -7% | -20 | -22% | -4% | i
COc1ccc(C(C)=O)cc1COC(=O)c1cccnc1Cl | i | -15% | 38% | -16% | 15% | -3 | -2% | ? | i
Cc1nnc(Nc2ccc(Cl)c(C(F)(F)F)c2)[nH]c1=O | -23% | -10% | 8% | 20% | -2% | -15 | 0% | 1% | i
CCOc1ccc(CCN2C(=S)N([C@@H](CC(C)C)CN3CCCC3CN3C(=S)NC[C@@H]3Cc3ccccc3)C[C@@H]2CC(C)C)cc1 (stereo partly specified) | i | ? | 4% | ? | -7% | ? | 4% | -1% | i
O=S(=O)(Cc1ccccc1)N1CCN(Cc2c(F)cccc2Cl)CC1 | -17% | 2% | -9% | -17% | 1% | -20 | -16% | -10% | i
CNC(=O)Nc1cc(NC(=O)NC)cc(C(F)(F)F)c1 | i | 15% | 0% | -14% | 5% | 17 | 8% | 2% | i
c1ccc(-c2nc(NCc3cccnc3)c3oc4ccccc4c3n2)cc1 | -46%[inhibitor] | -75%[inhibitor] | ? | ? | 2% | ? | ? | 4% | i
Cc1ccc(N(CC(=O)NCCc2ccc(Cl)cc2)S(=O)(=O)c2c(C)noc2C)cc1 | -56%&-14%[inhibitor] | 8%&12% | -21%&-15% | 9%&2% | -6% | -19 | -9% | 8%&-1% | i
Cc1ccc(-n2nc(C)c3c(C)cc(=O)n(CC(=O)Nc4cccc(C)c4C)c32)cc1 | 6% | -22% | 10% | -14% | / | / | -16% | / | /
Cc1ccc(-n2c(CCC(=O)O)ccc2-c2cccs2)cc1Cl | -6% | ? | -10% | 20% | / | / | 22% | / | /
COc1ccc2[nH]c(=O)c(-c3nnn(-c4ccccc4)n3)cc2c1 | -5% | 9% | 32% | 3% | 12% | 8 | 5% | -5% | i
O=C(O)CCN1C(=O)c2ccc(Oc3ccc([N+](=O)[O-])cc3)cc2C1=O | 9% | 17% | 11% | 5% | 8% | -6 | 7% | -14% | i
CCN1CCN(Cc2c(O)ccc3c2O/C(=C\c2ccc(C)cc2)C3=O)CC1 | 21% | -4% | 20% | -2% | 4% | 1 | -14% | -7% | i
O=C(Nc1cccc(C(F)(F)F)c1)c1cccc(NS(=O)(=O)c2ccc(Br)c(C(=O)O)c2)c1 | 4% | 10% | -4%[7.66 µM] | 2% | -2% | 11 | -7% | -2% | i
CCN(CC)c1nc(N)nc(N(c2ccccc2)c2ccccc2)n1 | -12% | 13% | ? | -4% | 8% | -20 | ? | 7% | i
COc1cccc(N=Cc2nc(-c3ccccc3)oc2OC(C)=O)c1 | -13% | -10% | 0% | -2% | -2% | -3 | -42%[inhibitor] | 4% | i
O=C1CC(N2CCN(C/C=C/c3ccccc3)CC2)C(=O)N1CCc1ccccc1 (stereo unspecified) | -96%[inhibitor] | -2% | 0% | 2% | -1% | ? | -18% | -1% | i
CN(Cc1ccccc1)C(=O)CSc1n[nH]c(N)n1 | i | -7% | 6% | -19% | -9% | -4 | -6% | 0% | i
CC(=O)N1CCN(c2ccc(Nc3nc(C)nc4c3oc3ccccc34)cc2)CC1 | i | 4% | 13% | 34% | -2% | 2 | 22% | 0% | i
COc1ccc(NC(=O)C2CCCN(C(=O)NC3CCCCC3)C2)cc1OC (stereo unspecified) | -73%[inhibitor][57.5 µM] | 15% | 0% | 25% | 8% | -11 | -8% | 4% | i
CN(C)c1ccc(CN(C(=O)c2ccc(Cl)c([N+](=O)[O-])c2)C2CCS(=O)(=O)C2)cc1 (stereo unspecified) | -32%[inhibitor] | -2% | 14% | -5% | 9% | -17 | 10% | 3% | i
O=C(Nc1ccc(NC(=O)c2cccs2)cn1)c1ccco1 | -74%[inhibitor][57.5 µM] | -4% | ? | 18% | 4% | ? | -18% | -9% | i
c1ccc(CNc2nc(Oc3ccncc3)c3sccc3n2)cc1 | i | -4% | 22% | -16% | 0% | 30 | 22% | 6% | i
COC(=O)c1cccc(NC(=O)CN2CCOCC2)c1 | -18%[57.5 µM] | 25% | 0% | -11% | 0% | -14 | -21% | 1% | i
Cc1ccc(-c2cc(C(=O)N3CCCc4ccccc43)no2)cc1 | -3% | -23% | ? | ? | -1% | -9 | 11% | 10% | i
Cc1ccc(CNCc2ccc3c(c2)OCO3)cc1 | i | 2% | -11% | 3% | 1% | -15 | -1% | 2% | i
CC1CCN(S(=O)(=O)c2cc(C(=O)NCCc3ccccc3)n(C)c2)CC1 | -39%[inhibitor] | -4% | ? | 25% | / | / | -3% | 0% | /
COc1ccc(CCNC(=S)N2CCC(C(=O)c3ccc(F)cc3)CC2)cc1OC | -29% | 21% | ? | 41% | 12% | 9 | ? | 16% | i
CCC(=O)c1ccc(OC(=O)c2cnccn2)cc1 | -12% | 1% | 15% | -5% | 4% | 16 | -18%[0.397 µM] | -1% | i
Cc1ccc(S(=O)(=O)CCC(=O)NCCN2C(=O)S/C(=C/c3ccc(F)cc3)C2=O)cc1 | -17% | -7% | ? | / | 10% | 46 | 0% | -4% | i
Nc1nc2ccccc2[nH]1 | -9% | 5% | 18% | -9% | -2% | 7 | -1% | 10% | i
O=C(Nc1ccc(Oc2ccc(NC(=O)Nc3ccccc3Cl)cc2)cc1)Nc1ccccc1Cl | -24% | -2% | -10% | -3% | 2% | 1 | -11% | 9% | i
COC(=O)CC1CC2(C(=O)OC)c3[nH]c4ccccc4c3CCN2C1=O (stereo unspecified) | 4% | -25% | 13% | -4% | ? | 0 | -8% | 4% | i
CCCCNS(=O)(=O)c1cccc(NC(=O)[C@H]2C[C@H](O)[C@@H](CO)O2)c1 | i | -9% | -15% | -14% | 1% | -30 | 0% | 8% | i
NC(=O)N/N=C\c1cc(Br)ccc1O | -25% | 0% | 7% | 9% | -3% | ? | -44%[inhibitor] | 10% | i
COc1cc(NC(=O)c2cccs2)c(C(=O)OCC(=O)NC(C)c2ccccc2)cc1OC (stereo unspecified) | i | -8% | 9% | 49% | -4% | 26 | ? | 11% | i
Cc1ccc(S(=O)(=O)N(Cc2cccc(C(F)(F)F)c2)C(=O)N2CCN(C)CC2)cc1 | i | -8% | -12% | 13% | -1% | 7 | -22% | -10% | i
O=C(Cc1n[nH]c(=O)[nH]c1=O)N/N=C/c1c(O)ccc2ccccc12 | i | -4% | -5% | 28% | 8% | -15 | -34%[inhibitor] | 4% | i
Cc1cc(Cl)ccc1OCC(=O)OC(C)C(=O)NC(N)=O (stereo unspecified) | i | -1% | 8% | 15% | 3% | -15 | 0% | 20% | i
COc1ccc(C2CC(c3ccccc3O)=NN2C(=O)c2ccccc2)cc1OC (stereo unspecified) | i | 1% | ? | 1% | 1% | 13 | 12% | 29% | i
COc1cc(/C=N/NC(=O)c2cccc(S(=O)(=O)N3CCOCC3)c2)cc(OC)c1O | -3% | 13% | 11% | 17% | 0% | 43 | / | 4% | i
Cc1ccc(C2NNC(=O)C2NC(=O)c2ccccc2)cc1 (stereo unspecified) | -8% | -2% | 1% | -2% | -1% | -10 | -8% | 1% | i
C#CCN(Cc1ccco1)C(=O)c1ccc(OC2CCN(Cc3ccccn3)CC2)cc1 | -3% | -5% | ? | 23% | -6% | ? | -6% | 5% | i
O=c1[nH]c(/C(Cl)=C/c2cc(Cl)ccc2O)nc2cc(Cl)ccc12 | -18% | -2% | -3% | / | 0% | -16 | 23% | -13% | i
CCOC(=O)Cc1ccc(NC(=O)NCc2ccc3c(c2)CCN3C(=O)CC)cc1 | i | -20% | -3% | 15% | / | / | -1% | / | /
CC1=CC=CN2C1=NC(=O)CC2(C)C(=O)N(CC(=O)NC1CCCC1)Cc1ccccc1 (stereo unspecified) | i | -20% | 2% | 10% | -1% | 1 | -7% | 1% | i
CCCNC(=O)C1CCN(c2nc(C)cc(C)n2)CC1 | -5%[57.5 µM] | -11% | 0% | -2% | -3% | 18 | -1% | -1% | i
COc1ccc(C(=O)NC2CC2)cc1OC1CCN(C(C)CSC)CC1 (stereo unspecified) | -12% | -16% | 18% | 27% | -1% | 4 | -14% | -6% | i
O=C(CSCc1cccc(CSCC(=O)Nc2ccc3ccccc3c2)n1)Nc1ccc2ccccc2c1 | -26%[57.5 µM] | 13% | ? | 27% | 8% | 18 | 27% | -2% | i
Nc1sc(-c2ccccc2)cc1C(=O)NCCc1ccc(Cl)cc1 | -4% | 6% | ? | 37% | -3% | -7 | 0% | / | i
Cc1ccc(Cn2ncc3c(N4CCN(c5ccc(C)cc5)CC4)ncnc32)cc1 | -21% | 13% | ? | 12% | 8% | 37 | -3% | -10% | i
Cc1cc(Cl)ccc1NC(=O)NC1CCN(S(=O)(=O)c2ccc(F)cc2)CC1 | -37%[inhibitor] | -6% | 6.3µM* | 17% | -1% | 16 | 0% | -5% | i

These rows are one share of the data, so the mix of outcomes need not match the whole.
